Fam108B inh – Fam108B inhibition, counter-screen for RBBP9 inhibitors. recombinant Fam108B, FP-Rh probe fluorescence polarization. inhibition, % at 9.51 µM. 0.33% of 300,000 active. AID 1947;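 active means inhibition above the screen mean inhibition plus 3 SD, computed separately per campaign, cut at about 18% in these data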;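 further: inhibitors lower polarization as less probe binds the enzyme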
PAD4 inh – inhibitors of human PAD4 | Q9UM07 | recombinant PAD4, RCA probe fluorescence polarization | inhibition, % at 6.36 µM | 0.41% of 330,000 active | AID 485272;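 active means percent inhibition above a cutoff equal to the mean of all tested compounds plus 3 SD, cut at about 15% in these data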;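 further: 0% = PAD4 with RCA probe and DMSO and 100% = probe without PAD4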
GLD-1 TGE inh – GLD-1-TGE RNA interaction inhibition (C. elegans) | Q17339 | purified GLD-1 + fluorescein TGE RNA, fluorescence polarization | inhibition, % at 5.96 µM | 0.44% of 320,000 active | AID 2280;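 active means percent inhibition above a per-plate cutoff, the plate mean of test compounds plus 3 SD, cut at about 30% in these data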;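 further: 0% = DMSO wells with GLD-1 and probe and 100% = wells lacking GLD-1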
MEX-5 binding – C. elegans MEX-5 TCR-2 RNA binding activity; Q9XUB2; MEX-5/FITC-TCR2 RNA binding, fluorescence polarization; stronger effect = lower value; activity score (negative = inhibition of binding), % at 10 µM; 0.38% of 300,000 active; AID 1832;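 active means inhibition past about -25% in most replicates, and total fluorescence under double the plate's negative control median, limit read from the data; inconclusive means replicates evenly split on the limit, or fluorescence at least double controls; inactive means too little inhibition in most replicates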;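 further: 0% = DMSO and -100% = 5 µM competing unlabeled TCR2 RNA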
Target sequence (Q9XUB2 whole entry, looked up): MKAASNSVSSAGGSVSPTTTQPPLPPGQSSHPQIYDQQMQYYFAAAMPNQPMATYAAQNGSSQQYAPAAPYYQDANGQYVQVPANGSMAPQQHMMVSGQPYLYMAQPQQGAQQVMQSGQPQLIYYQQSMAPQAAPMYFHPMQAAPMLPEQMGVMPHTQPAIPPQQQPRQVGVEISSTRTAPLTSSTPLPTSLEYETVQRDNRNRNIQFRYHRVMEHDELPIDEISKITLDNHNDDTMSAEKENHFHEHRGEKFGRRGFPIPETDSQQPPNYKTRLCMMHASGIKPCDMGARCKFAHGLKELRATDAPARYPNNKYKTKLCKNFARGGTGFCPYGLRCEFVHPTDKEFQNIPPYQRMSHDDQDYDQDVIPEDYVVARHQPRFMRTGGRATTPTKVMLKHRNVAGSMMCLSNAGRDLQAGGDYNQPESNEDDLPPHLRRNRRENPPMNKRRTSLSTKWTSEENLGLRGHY
PME-1 inh – PME-1 (human) inhibition; 0.53% of 320,000 active; recombinant PME-1, FP-Rh probe fluorescence polarization; inhibition, % at 5.9 µM;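 active means inhibition above the campaign mean of all compounds plus 3 SD, cut at about 26% in these data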;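 further: competitive labeling of PME-1 active site by serine hydrolase directed probe; 0% = PME-1 with DMSO and 100% = wells lacking PME-1 enzyme; inhibitors block probe labeling so polarization falls and inhibition rises; many of its hits are not listed in these tables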
BCLXL inh – Bcl-xL (human) inhibition; 0.7% of 320,000 active; AID 2129; inhibition, % at 10.9 µM; GST-Bcl-xL / FITC-Bim BH3 peptide fluorescence polarization; Q07817;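 active means inhibition above the mean of all tested compounds plus 3 SD, cutoff set per campaign, cut at about 30% in these data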;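 further: 0% = DMSO wells and 100% = unlabeled Bim-BH3 peptide competitor; inhibitors lower millipolarization by displacing the labeled peptide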
Target sequence (Q07817 whole entry, looked up): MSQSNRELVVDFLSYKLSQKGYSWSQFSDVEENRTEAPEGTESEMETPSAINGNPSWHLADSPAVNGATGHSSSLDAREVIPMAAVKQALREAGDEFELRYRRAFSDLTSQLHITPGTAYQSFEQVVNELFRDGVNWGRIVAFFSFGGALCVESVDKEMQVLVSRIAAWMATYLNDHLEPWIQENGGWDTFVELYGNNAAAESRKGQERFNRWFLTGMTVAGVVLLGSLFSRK
MCL1 BIM primary – MCL1-BIM-BH3 interaction inhibition (human). Q07820. GST-MCL1 / FITC-Bim-BH3 fluorescence polarization. inhibition, % at 10.9 µM. 0.68% of 320,000 active;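 active means inhibition above the mean inhibition of all tested compounds plus 3 SD, set per campaign, cut at about 40% in these data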;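 further: 0% = DMSO wells and 100% = unlabeled Bim-BH3 peptide control; higher means more loss of mP so more displacement of Bim peptide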
Target sequence (Q07820 whole entry, looked up): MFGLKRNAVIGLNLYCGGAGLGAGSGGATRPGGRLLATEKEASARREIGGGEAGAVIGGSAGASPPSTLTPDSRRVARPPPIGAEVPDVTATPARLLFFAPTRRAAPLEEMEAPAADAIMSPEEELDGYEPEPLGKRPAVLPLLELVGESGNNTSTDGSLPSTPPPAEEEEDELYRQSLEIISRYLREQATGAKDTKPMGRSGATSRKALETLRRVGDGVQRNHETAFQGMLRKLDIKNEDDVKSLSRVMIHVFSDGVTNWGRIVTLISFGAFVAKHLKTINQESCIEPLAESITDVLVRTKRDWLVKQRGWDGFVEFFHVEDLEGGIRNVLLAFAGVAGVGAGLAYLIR
GSTO1 inh – counter-screen for RBBP9 inhibitors: inhibitors of human GSTO1. inhibition, % at 5.96 µM. recombinant GSTO1, activity-based probe fluorescence polarization. 1.1% of 300,000 active. P78417;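 active means inhibition above the campaign mean inhibition plus 3 SD, cut at about 35% in these data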;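 further: 0% = GSTO1-1 with DMSO and 100% = wells lacking GSTO1-1 enzyme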
TPT1 inh – blocks Candida albicans tRNA 2'-phosphotransferase | recombinant caTPT1, FP RNA substrate dephosphorylation | inhibition, % at 5 µM | 0.81% of 300,000 active | AID 1962;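 active means inhibition above the mean of all tested compounds plus 3 SD, set per screening campaign, cut at about 24% in these data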;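 further: plate controls were DMSO alone for no effect and ferristatin control at 100 nM for full effect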
An asterisk follows results filed as active; ? = inconclusive; nt = no result given; & = joins results of further samples. The list is partial; the hit share may differ from the screen's.

1	Cc1ccc(-n2nnnc2SCC(=O)c2cc(C)n(CC3CCCO3)c2C)cc1 (stereo not drawn)
2	O=C(Nc1ccc(Cl)cc1N1CCOCC1)C1CC1
3	O=C(N/N=C/c1ccncc1)NC1CCCCC1
4	COc1ccc2nc(NC(=O)CSc3nnc(C)n3N)sc2c1
5	Cc1ccc(C)c(Cc2c(C)nc3c(C(=O)N4CCOCC4)cnn3c2C)c1
6	O=C1CCCN1CC(O)CS(=O)(=O)Cc1ccc(Cl)cc1 (stereo not drawn)
screen / no.	1	2	3	4	5	6
Fam108B inh	-3	1	6	0	0	0
PAD4 inh	-2	-1	-1	-4	-3	-1
GLD-1 TGE inh	-3	-2	2	0	-8	0
MEX-5 binding	-2.5	0.7	-2.6	-0.6	2.7	2.4
PME-1 inh	-4	2	1	-3	-6	-1
BCLXL inh	0	2	1	0	0	0
MCL1 BIM primary	2	9	5	-1	4	7
GSTO1 inh	-7	-19	1	10	-1	4
TPT1 inh	3	0	-3	-4	9	-1

7	CCCCn1c(N)c(N(CC(C)C)C(=O)COC(=O)C2(c3ccccc3)CC2)c(=O)[nH]c1=O
8	CCOC(=O)c1c(C)nc2sc(C(=O)Nc3ccc(OC)cc3)c(N)c2c1-c1ccc(OC)cc1
9	O=C(Nc1nc(-c2ccccn2)cs1)c1cc(Cl)ccc1[N+](=O)[O-]
10	CCS(=O)(=O)N1CCN(c2cnn(-c3ccccc3)c(=O)c2Cl)CC1
11	CCCCCCCCCCCCCCCCn1cc[n+](C)c1
12	Cc1ccc(C)c(OCCC(=O)NCCc2ccc(S(N)(=O)=O)cc2)c1
screen / no.	7	8	9	10	11	12
Fam108B inh	-1	0	3	1	6&1	0
PAD4 inh	-1	-1	0	-2	-2&3	3
GLD-1 TGE inh	7	-3	2	-1	2&4	-4
MEX-5 binding	2.5	1.4	1.1	0.7	?	2.8
PME-1 inh	1	2	5	-1	-1&0	2
BCLXL inh	-2	0	10	2	15&1	0
MCL1 BIM primary	-18	4	17	-2	5&2	-3
GSTO1 inh	1	-6	-11	10	10&5	1
TPT1 inh	3	-5	0	-9	0&-2	3

13	O=C(NCCCc1ccccc1)C1CCC(=O)N(Cc2ccc(Cl)cc2)C1 (stereo not drawn)
14	COc1ccc(NC(=O)CN(C)C(=O)c2ccc(C)s2)cc1
15	Cc1nn(-c2ccccc2)c2c1C(c1ccc([N+](=O)[O-])cc1)C(C#N)=C(N)O2 (stereo not drawn)
16	CC(C)(C)c1cc(-c2ccccc2)n[nH]1
17	O=C(C1=C[C@H](C2CC2)C[C@H](OCc2ccc(CO)cc2)O1)N1CCN(Cc2ccc3c(c2)OCO3)CC1
18	Cc1ccc(NC(=O)Nc2ccccc2CC[N+](=O)[O-])cc1
screen / no.	13	14	15	16	17	18
Fam108B inh	0	-1	3	2	-1	5
PAD4 inh	4	-6	-13	-5	2	1
GLD-1 TGE inh	3	-2	7	2	3	0
MEX-5 binding	-1.8	0.4	2.6	0.7	1.4	0.1
PME-1 inh	-3	-3	3	2	-7	-6
BCLXL inh	1	5	9	2	1	4
MCL1 BIM primary	2	2	15	2	9	4
GSTO1 inh	4	3	12	5	6	-10
TPT1 inh	2	-4	-4	-1	0	3

As entered above:
O=C(NCCCc1ccccc1)C1CCC(=O)N(Cc2ccc(Cl)cc2)C1 (stereo not drawn) | GSTO1 inh = 4
Cc1nn(-c2ccccc2)c2c1C(c1ccc([N+](=O)[O-])cc1)C(C#N)=C(N)O2 (stereo not drawn) | PME-1 inh = 3
O=C(C1=C[C@H](C2CC2)C[C@H](OCc2ccc(CO)cc2)O1)N1CCN(Cc2ccc3c(c2)OCO3)CC1 | MCL1 BIM primary = 9

Next part:
19	O=C(NN=C1CCCC1)c1cc(Br)ccc1O
20	COc1cc(C(=O)OCC(=O)N(C)c2ccccc2)cc(OC)c1OC
21	COc1ccc(S(=O)(=O)N(C)CC(=O)Nc2cccc(C(C)=O)c2)cc1Cl
22	COc1ccc(/C=C/C(=O)N(C)c2ccccc2C(=O)O)cc1
23	CS(=O)(=O)N(CC(=O)NCc1ccc(Cl)cc1)C1CCCCC1
24	CSc1nsc(SCC(=O)Nc2ccc(NC(C)=O)cc2)n1
screen / no.	19	20	21	22	23	24
Fam108B inh	8	2	0	6	2	-1
PAD4 inh	-5	2	3	-2	0	0
GLD-1 TGE inh	0	3	6	-8	1	-4
MEX-5 binding	4.1	2.2	-1.0	2.6	1.0	-2.9
PME-1 inh	-6	-1	-3	8	2	1
BCLXL inh	5	-1	2	3	4	5
MCL1 BIM primary	8	3	-8	3	1	5
GSTO1 inh	-6	-1	0	5	-2	12
TPT1 inh	-2	-3	1	-4	4	-1

25	Cc1ccc2nc(SCC(=O)NCc3ccco3)[nH]c2c1
26	CCN(CCCNC(=O)Cn1ncc2c([nH]c3ccccc32)c1=O)Cc1ccccc1
27	CC(C)(C)OC(=O)NC1CCN(S(=O)(=O)c2ccc3c(c2)OCCO3)CC1
28	COc1ccc([N+](=O)[O-])cc1NCc1ccccc1C
29	CCCS(=O)(=O)Nc1cccc(-c2nc3cccnc3s2)c1
30	Cc1cc(C)n(C(CC(=O)O)C(=O)O)n1 (stereo not drawn)
screen / no.	25	26	27	28	29	30
Fam108B inh	4	4	-5	3	0	3
PAD4 inh	-6	-3	-4	-7	1	-1
GLD-1 TGE inh	4	-5	6	-1	5	3
MEX-5 binding	2.2	1.9	1.7	3.6	1.5	2.0
PME-1 inh	3	-2	-3	9	6	0
BCLXL inh	-3	-3	-2	3	-1	6
MCL1 BIM primary	7	-6	1	-12	-2	3
GSTO1 inh	-4	2	3	8	-7	2
TPT1 inh	-4	0	2	0	-1	2

31	COc1ccc(C(C)=O)cc1COC(=O)c1cnc(C)cn1
32	C=C(C)CSc1nnc(CCNC(=O)OC(C)(C)C)o1
33	COC(=O)c1nn(-c2ccc(Oc3ccccc3)cc2)c(=O)cc1O
34	Cc1ccc(-n2nnnc2SCC(=O)NC2CC2)cc1C
35	O=C(Nc1cc2c(cc1Br)OCCCO2)c1ccccc1
36	Nn1c(=O)[nH]c2ccccc2c1=O
screen / no.	31	32	33	34	35	36
Fam108B inh	-1	-1	-4	9	-3	3
PAD4 inh	-7	2	2	-3	-1	-1
GLD-1 TGE inh	5	8	0	-10	-2	1
MEX-5 binding	-3.8	0.4	0.7	0.1	2.7	0.8
PME-1 inh	-3	-4	1	3	-1	4
BCLXL inh	5	-7	3	1	6	0
MCL1 BIM primary	5	-6	3	8	3	0
GSTO1 inh	2	-1	-3	0	6	2
TPT1 inh	1	1	0	-1	0	0

Down the list, quoted from above.
Nos. 31–36 in GLD-1 TGE inh: 5, 8, 0, -10, -2, 1

(further entries)
37	COc1ccccc1OCc1nn[nH]n1
38	CCCCOc1ccc(C2C(C(=O)c3ccc(C)o3)=C(O)C(=O)N2CC2CCCO2)cc1 (stereo not drawn)
39	COCCN1C=C2C(=O)C(C)(OC(=O)C3CCCC3)C(=O)C=C2C=C1c1ccsc1 (stereo not drawn)
40	CC(C)(C)c1ccc(C(=O)C2CCCN(C(=O)C3CCOCC3)C2)cc1 (stereo not drawn)
41	Cc1ccc(S(=O)(=O)N2CCCCC2)cc1NC(=O)[C@@H]1CCCN1C(=O)c1cccs1
42	Cc1ccc(C)c(OCCSc2nnc(-c3cccnc3)n2N)c1
screen / no.	37	38	39	40	41	42
Fam108B inh	3	-2	-4	0	nt	4
PAD4 inh	-8	-4	18*	-1	2	-3
GLD-1 TGE inh	0	1	23	-2	0	6
MEX-5 binding	-1.4	-0.6	-2.5	1.1	nt	-1.8
PME-1 inh	-3	-6	5	-3	7	-1
BCLXL inh	6	-2	34*	6	-7	6
MCL1 BIM primary	5	-4	27	7	-8	4
GSTO1 inh	0	4	46*	5	nt	0
TPT1 inh	-1	2	-7	-5	nt	2

43	CC1Cc2ccccc2N1C(=O)c1cc2c(=O)n3ccccc3nc2n1C (stereo not drawn)
44	Cc1ccc2nc3c(cc(C(=O)NCC4CCCO4)c(=N)n3C3CCCC3)c(=O)n2c1 (stereo not drawn)
45	CCCCN(CCCC)NC(=O)c1ccccc1
46	CC(=O)c1sc(NC(=O)c2ccc(F)c(S(=O)(=O)N3CCOCC3)c2)nc1C
47	COc1cc(Nc2ccc(C(=O)O)cc2[N+](=O)[O-])cc(OC)c1
48	CCOc1ccccc1NC(=O)Cn1c(=O)oc2ccccc21
screen / no.	43	44	45	46	47	48
Fam108B inh	0	0	0	nt	2	2
PAD4 inh	-4	0	-2	-6	-1	-1
GLD-1 TGE inh	2	8	-3	7	0	1
MEX-5 binding	0.5	?	-3.6	nt	-1.6	1.2
PME-1 inh	6	0	8	-3	-3	6
BCLXL inh	2	4	-2	3	1	6
MCL1 BIM primary	4	3	-1	0	4	6
GSTO1 inh	3	-8	7	nt	6	1
TPT1 inh	1	1	1	nt	1	-4

49	O=C(Nn1c(C2CCCCC2)nc2ccccc2c1=O)c1cc(Cl)ccc1[N+](=O)[O-]
50	Cc1cc(C(=O)N/N=C/c2cc(N=Nc3ccccc3)ccc2O)n[nH]1
51	O=[N+]([O-])c1ccccc1/C=N\N1CCN(c2ccccc2)CC1
52	Cc1nc(SCC(=O)NC2CCS(=O)(=O)C2)c(C#N)c(C)c1C (stereo not drawn)
53	Fc1ccccc1NC(=S)NCc1ccc(Cl)cc1
54	C=CCn1c(C)cc(C2=NNC(=NCc3ccccc3)SC2)c1C
screen / no.	49	50	51	52	53	54
Fam108B inh	4	20*	3	nt	-8	2
PAD4 inh	1	-7	-4	-1	-2	-6
GLD-1 TGE inh	1	3	2	-3	7	2
MEX-5 binding	-2.2	-0.8	1.0	nt	3.1	-0.3
PME-1 inh	-8	7	3	5	5	4
BCLXL inh	0	-2	-1	5	9	12
MCL1 BIM primary	5	27	-4	4	13	5
GSTO1 inh	8	0	-2	nt	5	8
TPT1 inh	-1	1	-1	nt	-1	1

55	C/C=C/c1ccc(OCCCNCC(C)O)c(OC)c1 (stereo not drawn)
56	CN(C)C(CNC(=O)c1ccc(C2SCCS2)cc1)c1ccccc1 (stereo not drawn)
57	COc1ccc(C(O)P(=O)(OCCC(C)C)c2ccc(N(C)C)cc2)cc1 (stereo not drawn)
58	C=CCn1c(=S)[nH]c2sc3c(c2c1=O)CCCC3
59	Cc1ccccc1Cn1nnc(C(=O)Nc2cccc(C)c2C)c1N
60	COc1ccc(S(=O)(=O)Nc2ccc(S(=O)(=O)Nc3nc(C)cc(C)n3)cc2)cc1OC
61	O=C(CSc1nc2c(c(=O)n1-c1ccc(Br)cc1)SCC2)NCc1ccco1
62	COCc1n[nH]c(=S)n1-c1cccc2ccccc12
63	CC(=O)NCC(=O)N(Cc1ccco1)C1(C(=O)NC2CCCCC2)CCCCC1
screen / no.	55	56	57	58	59	60	61	62	63
Fam108B inh	1	1	-2	3	-1	1	-1	5	-1
PAD4 inh	0	-3	2	-2	-1	-8	3	-3	-2
GLD-1 TGE inh	6	-1	-9	2	6	9	-2	0	3
MEX-5 binding	1.9	-2.1	-0.2	0.9	0.3	1.6	-1.8	nt	0.8
PME-1 inh	-5	2	0	-2	0	4	-2	0	2
BCLXL inh	8	1	4	9	4	6	-1	-10	5
MCL1 BIM primary	4	0	2	10	-10	7	-7	-12	3
GSTO1 inh	5	4	8	-1	5	6	9	-6	-10
TPT1 inh	-2	-2	-2	1	1	1	-1	0	-2
